Screens from PubChem.
POLI inh – blocks human DNA polymerase iota activity | Q9UNA4 | AID 588590 | Potency, µM (doses to about 115 µM), inactives show at the top dose activity, negative = inhibition, hits mostly inhibitors | Pol iota fluorescent replication assay, 10 min | actives 1% (n = 390,000); note: potency is the fitted concentration of half-maximal effect
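Pol iota at 10 nM preincubated 15 min with compounds at room temperature; reaction started with fluorescent substrate, 50 nM final. Fluorescence read kinetically at 0 and 10 min; buffer-only wells as negative control.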
LDHA block – inhibitors of human lactate dehydrogenase A; P00338; activity change, % (values are at about 110 or 230 µM); AID 1347041; actives 0.15% (n = 480,000); purified LDHA, NADH/diaphorase-resazurin fluorescence; stronger effect = lower value; in the data active = activity change below about -30%; inconclusive = mostly about -25% to -30%;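 note: plate controls were DMSO wells for no effect and wells without enzyme for full effect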
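Enzyme activity of human lactate dehydrogenase 5 (2 nM; 0.06 mM NADH, 0.2 mM pyruvate, 5 min, RT) is measured via a resazurin/diaphorase fluorescence readout of residual NADH.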
BLM helicase inh – blocks DNA unwinding by human BLM helicase; P54132; recombinant BLM DNA unwinding, fluorescence dequenching; Potency, µM (doses to about 56.1 µM), for the others: top-dose activity change, negative = inhibition, hits mostly inhibitors; actives 0.2% (n = 350,000);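 note: potency is the fitted concentration of half-maximal effect; plate controls were vehicle for no effect and no enzyme for full effect; nearly all actives have a fitted effect of over 35% in size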
POLH inh – DNA polymerase eta (human) inhibition | recombinant Pol eta, fluorescent DNA replication assay | Potency, µM (highest dose often 114 µM), without a hit: top-dose activity change, negative = inhibition, usual class: inhibitors | actives 1.2% (n = 390,000); note: potency is the fitted concentration of half-maximal effect; % is set by controls: 0 for no effect and ±100 for the full control effect
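Pol eta at 10 nM preincubated with compounds 15 min at room temperature; reaction started with fluorescent substrate (50 nM final) and read kinetically at 0 and 10 min.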
POLK inh – DNA polymerase kappa (human) inhibition; Q9UBT6; purified Pol kappa, fluorescent DNA synthesis assay, 10 min; Potency, µM (top dose mostly 107 µM), for inactives: at the top dose activity, negative = inhibition, hits mostly inhibitors; actives 0.53% (n = 400,000); AID 588579; note: potency is the fitted concentration of half-maximal effect; % is set by controls: 0 for no effect and ±100 for the full control effect
Target sequence (Q9UBT6 whole entry, looked up): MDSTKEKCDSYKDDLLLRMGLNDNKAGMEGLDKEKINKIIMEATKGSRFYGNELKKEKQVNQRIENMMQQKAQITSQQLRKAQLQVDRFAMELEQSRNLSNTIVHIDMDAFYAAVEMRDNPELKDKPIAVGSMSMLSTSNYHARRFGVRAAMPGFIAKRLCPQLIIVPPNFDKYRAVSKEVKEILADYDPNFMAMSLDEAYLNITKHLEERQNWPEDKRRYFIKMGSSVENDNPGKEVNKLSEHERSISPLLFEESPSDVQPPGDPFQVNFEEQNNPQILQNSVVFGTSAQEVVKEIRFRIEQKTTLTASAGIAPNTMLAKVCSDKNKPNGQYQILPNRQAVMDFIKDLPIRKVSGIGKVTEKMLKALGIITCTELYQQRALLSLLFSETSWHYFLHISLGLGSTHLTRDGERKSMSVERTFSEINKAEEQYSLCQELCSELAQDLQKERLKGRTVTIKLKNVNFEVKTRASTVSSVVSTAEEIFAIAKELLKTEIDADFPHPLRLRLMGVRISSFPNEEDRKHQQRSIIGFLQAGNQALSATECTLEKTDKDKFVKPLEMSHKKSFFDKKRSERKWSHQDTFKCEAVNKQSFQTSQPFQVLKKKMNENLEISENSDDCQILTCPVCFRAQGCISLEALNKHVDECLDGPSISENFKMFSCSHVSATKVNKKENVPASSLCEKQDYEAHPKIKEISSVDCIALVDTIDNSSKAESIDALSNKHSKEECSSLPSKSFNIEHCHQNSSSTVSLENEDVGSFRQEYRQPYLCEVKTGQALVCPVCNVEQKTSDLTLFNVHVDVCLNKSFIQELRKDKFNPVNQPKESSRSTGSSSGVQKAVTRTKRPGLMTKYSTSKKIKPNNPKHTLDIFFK
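Enzyme at 10 nM met test compounds for 15 min at room temperature. Substrate addition (50 nM final) began the reaction, which was monitored by fluorescence at 0 and 10 min.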
Pol beta inh – blocks human DNA polymerase beta activity. P06746. Pol beta primer extension/strand displacement, fluorescence kinetic. Potency, µM (titrated, usually from 114 µM), for the others: top-dose activity change, negative = inhibition, most hits filed as inhibitors. actives 1.3% (n = 340,000). AID 485314; note: potency is the fitted concentration of half-maximal effect; % is set by controls: 0 for no effect and ±100 for the full control effect
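10 nM enzyme + cpd, 15 min RT; start with substrate 50 nM final; read 0 min and after 10 min RT. Corrected, normalized data; 4-parameter Hill curve fit.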
APE1 inh – APE1 (human) endonuclease inhibition | P27695 | recombinant APE1, TAMRA/BHQ-2 abasic DNA cleavage fluorescence | Potency, µM (top dose mostly 65.8 µM), for inactives: at the top dose activity change, negative = inhibition, actives largely listed as inhibitors | actives 0.35% (n = 350,000) | AID 2517;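 note: potency is the fitted concentration of half-maximal effect; plate controls were vehicle for no effect and reference inhibitor for full effect; nearly all actives have a fitted effect of over 55% in size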
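Activity was derived from the fluorescence gain between first and third kinetic reads (60 s intervals, ex 525/em 598 nm) after 50 nM THF-abasic TAMRA/BHQ-2 duplex was added to 0.75 nM APE1 preincubated 15 min with compound.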
Apoferritin bind – candidate novel general anesthetic via apoferritin binding. apoferritin/1-aminoanthracene competitive binding, fluorescence. P02791. AID 485281. Potency, µM (titrated, usually from 77.5 µM), for inactives: at the top dose activity change, negative = displacement, most hits filed as inhibitors. actives 0.074% (n = 350,000); note: potency is the fitted concentration of half-maximal effect; % is set by controls: 0 for no effect and ±100 for the full control effect; nearly all actives have a fitted effect of over 20% in size
Target sequence (P02791 2-175 limits assumed): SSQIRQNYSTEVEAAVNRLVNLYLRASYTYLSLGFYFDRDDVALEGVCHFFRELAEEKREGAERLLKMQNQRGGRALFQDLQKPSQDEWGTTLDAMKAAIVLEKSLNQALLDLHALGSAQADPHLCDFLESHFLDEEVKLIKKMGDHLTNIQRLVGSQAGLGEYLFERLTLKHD
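Apoferritin-based anesthetic binding model; compound displacement of fluorescent 1-AMA measured as endpoint fluorescence after 10 minutes at room temperature, scaled to free-ligand and complex controls.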
Glioma ERSR ind – inducers of ER stress response in human glioma cells. actives 0.02% (n = 420,000). U87-MG GRP78 promoter luciferase reporter, 16 h. Potency, µM, for inactives: at the top dose activation, most hits filed as activators; note: potency is the fitted concentration of half-maximal effect; series mostly up to about 76 µM; % of control where 0% means no effect; nearly all actives have a fitted effect of over 35% in size
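Stably transfected U87-MG glioma cells carrying a GRP78-based luciferase sensor; 16 h compound incubation. Luminescence end-point read 10 min after Bright-Glo addition at room temperature.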
Starred values were filed as active, the others as inactive; ? = inconclusive; . = no result given; & = joins results of further samples; [ ] = dose if it differs, or a comment. Unless noted, calls come from the whole dose curve; as a rule, active = well fitted curve in the direction sought with a large enough effect; inconclusive = small, poorly fitted or top-dose-only effect, or another doubt; inactive = no such curve, though single readings can be large; an effect the other way counts as inactive or inconclusive. Some of the compounds tested. The share of hits here may be higher or lower than overall.

entry	Compound	POLI inh	LDHA block	BLM helicase inh	POLH inh	POLK inh
1	COc1ccc(Cl)cc1-n1nnc(-c2nc(-c3ccc4c(c3)OCO4)no2)c1C	-4%	-3	-6%	.	-23%
2	Cn1c(N)c(C(=O)c2cc(-c3ccccc3)nc3ccccc23)c(=O)n(C)c1=O	25%	8&-1	-4%	-14%	2%
3	CCNc1nc(SCC(=O)OC)nc(N2CCOCC2)n1	8%	-6	-2%	1%	-16%
4	Cn1c(SCC(=O)NC(=O)NCc2ccco2)nnc1C(F)(F)F	-13%	0	0%	-11%	-7%
5	O=C1C2CCCCC2C(=O)N1c1cccc(OS(=O)(=O)c2ccccc2)c1 (stereo not given)	24%	-4	-5%	-8%	-1%
6	COc1ccc(C2CC(c3ccccc3Cl)=NN2c2ccc(S(N)(=O)=O)cc2)cc1 (stereo not given)	?	-6	.	-11%	-1%
7	Clc1cc(Cl)cc(C2=N[C@@H](Cc3ccccc3)CO2)c1	.	.	-5%[75.6 µM]	.	-17%
8	CCC(=O)c1c[nH]c(C(=O)NCc2ccccc2OC)c1	2%	-1	-5%	-3%	7%

entry	Pol beta inh	APE1 inh	Apoferritin bind	Glioma ERSR ind
1	-23%	.	7%	.
2	4%	0%	-8%	0%
3	19%	0%	-4%	-7%
4	-1%	3%	-18%	-1%
5	10%	-1%	-14%	-3%
6	.	6%	.	1%
7	.	1%	?	-8%
8	39%	31%	-7%	0%

entry	Compound	POLI inh	LDHA block	BLM helicase inh	POLH inh	POLK inh
9	CC(C)=C(NC(=O)c1ccccc1)C(=O)NCCc1nc2ccccc2[nH]1	40%[activator]	-4	1%	-18%	-2%
10	O=C(COC(=O)Cc1ccc(Br)cc1)Nc1ccc(Cl)cn1	12%	-6	.	-24%	-7%
11	CC(Oc1ccccc1F)c1ccnc2nc(/N=C/N(C)C)nn12 (stereo not given)	33%[activator]	-3	1%	-11%	0%
12	Cc1ccc2cc(CN(c3cccc(C)c3C)S(=O)(=O)c3ccccc3)c(=O)[nH]c2c1	10%	-9	-2%	-1%	-2%
13	O=C(C1CCCN1S(=O)(=O)c1ccc(Cl)c(Cl)c1)N1CCCCC1 (stereo not given)	30%[activator]	-7	1%	-14%	-1%
14	O=C(c1cc(-c2ccccn2)nc2c(Cl)cccc12)N1CCN(S(=O)(=O)c2ccccc2)CC1	?	2	-3%	-15%	-7%
15	CCC(Sc1nc2nccnc2c(=O)n1Cc1ccccc1Cl)C(=O)NC1CCCCC1 (stereo not given)	14%	2	0%	-16%	-1%
16	O=C(NCc1cccc(Cl)c1)c1ccc2c(c1)nc1n2CCOC1	5%	-3	0%	0%	-9%[60.1 µM]

entry	Pol beta inh	APE1 inh	Apoferritin bind	Glioma ERSR ind
9	27%	64%[activator]	0%	0%
10	.	47%[activator]	.	-3%
11	-2%	-3%	-2%	1%
12	0%	8%	-13%	-2%
13	-4%	-4%	-13%	-3%
14	4%	19%	0%	-4%
15	24%	.	1%	-1%
16	4%	.	-7%	0%

entry	Compound	POLI inh	LDHA block	BLM helicase inh	POLH inh	POLK inh
17	CCN1CCc2c(sc(NC(=O)COc3ccccc3)c2C(=O)OC)C1	11%	-2	7%	-2%	8%
18	O=S(=O)(c1ccccc1Br)N1CCN(c2ncccn2)CC1	84%[activator]	-4	-5%	-9%	11%
19	CNC(=O)c1cnc2sc(N3CCCCCC3)nn2c1=O	-4%	1	4%	-27%	-6%
20	CS(=O)(=O)N(CC(=O)NCCSCc1cccc(Cl)c1)c1ccc2c(c1)OCO2	-4%	-7	-3%	?	-18%
21	CCOc1ccc(NC(=O)[C@@H](NC(=O)c2ccco2)C(C)C)cc1	-7%	-1	1%	-13%	-2%
22	O=C(NCCCN=C1NS(=O)(=O)c2ccccc21)c1ccncc1	8%	-13	-5%	-13%	-5%
23	Cc1cc(C2C(C#N)=C(N)SC(N)=C2C#N)c(C)s1	?	13	-5%	?	-26%
24	COc1ccc(S(=O)(=O)N(CC(=O)NCC2CCCO2)c2ccccc2)cc1OC (stereo not given)	4%	2	1%	-8%	5%

entry	Pol beta inh	APE1 inh	Apoferritin bind	Glioma ERSR ind
17	7%	-1%	-16%	-3%
18	20%	6%	0%	-4%
19	-1%	.	50%[activator]	4%
20	-20%	-2%	0%	-2%
21	7%	-2%	-1%	1%
22	-2%	1%	-8%	-2%
23	-2%	?	-7%	-7%
24	24%	-6%	-8%	-3%

entry	Compound	POLI inh	LDHA block	BLM helicase inh	POLH inh	POLK inh
25	Cc1cc2c(N=NC(=O)CCc3ccccc3)c(O)[nH]c2cc1Br	149%[activator]	-3	-6%	4%	-20%
26	CCn1c(SCC(=O)N/N=C/c2ccc(C)o2)nnc1-c1ccccc1	56%[activator]	2	0%	-8%	2%
27	O=C(Nc1nc2ccccc2s1)c1ccc2c(c1)S(=O)(=O)c1ccccc1C2=O	.	.	-2%	.	.
28	CSc1ccc(/C=C/c2nc3ccccc3n2S(=O)(=O)c2cccc(Cl)c2)cc1	?	-6	-10%	-14%	-7%
29	CS(=O)(=O)Nc1ccc(C(=O)NCCSc2ccc(Cl)cc2)cc1	12%	-7	-5%	-16%	-8%
30	COc1ccc(-c2nnc(NC(=O)c3ccc(S(=O)(=O)N4COCC4(C)C)cc3)o2)cc1	?	-4	-5%	-19%	-5%
31	CCCC(CCC)C(=O)Nc1ccc2c(c1)N(C(=O)CN1CCN(C)CC1)c1ccccc1CC2	115%[activator]	-2	-3%	-7%	-5%
32	COc1cc(C(=O)COC(=O)c2ccncc2)cc(OC)c1OC	2%	-7	.	-3%	-6%

entry	Pol beta inh	APE1 inh	Apoferritin bind	Glioma ERSR ind
25	0%	-2%	1%	-3%
26	-1%	-4%	-16%	-3%
27	?	-9%	0%	.
28	1%	.	96%[activator]	-10%
29	0%	-14%	-5%	0%
30	18%	-1%	-21%	-3%
31	5%	5%	-10%	-6%
32	.	3%	.	-3%

entry	Compound	POLI inh	LDHA block	BLM helicase inh	POLH inh	POLK inh
33	CCCCOc1ccc(-c2nnc(-c3ccncc3)o2)cc1	26%	-8	-2%	-5%	-9%
34	CCc1nnc(NS(=O)(=O)c2ccc(NC(=S)NC(=O)c3ccc(F)cc3)cc2)s1	4%	-7	-9%	-5%	-17%
35	CCc1ccc(OCC(=O)O/N=C(\N)Cc2ccc([N+](=O)[O-])cc2)cc1	-8%	4	-8%	-21%	4%
36	CC(=O)c1cc(C#N)c(SCC(=O)O)nc1C	-7%	-4	-6%	-8%	5%
37	CCN(Cc1ccccc1)C(=O)Cn1c(=O)n(Cc2ccccc2)c(=O)c2c1c1cc(OC)ccc1n2C	7%	-3	-1%	-15%	-2%
38	CC(C)c1onc(C(=O)N(C)Cc2ccccc2)c1[N+](=O)[O-]	123%[activator]	-2	-2%	-8%	0%
39	CCN(CC)CCOC(=O)c1ccc(Nc2c3c(nc4ccccc24)CCC3)cc1	-10%	13	42%[activator]	-16%	5%
40	CCCn1c(SCC(=O)Nc2nc(-c3ccc(OC)cc3)cs2)nc2c1c(=O)n(C)c(=O)n2C	8%	0	-3%	-12%	12%

entry	Pol beta inh	APE1 inh	Apoferritin bind	Glioma ERSR ind
33	-29%	4%	-8%	-9%
34	7%	-2%	-5%	-1%
35	2%	-2%	-2%	-1%
36	2%	-3%	-15%	-3%
37	32%	.	11%	-3%
38	-1%	3%	?	-2%
39	17%	.	3%	-4%
40	18%	4%	-14%	0%

Copied from above, entries 29 to 37
entry	Compound	POLI inh	LDHA block	BLM helicase inh	POLH inh	POLK inh
29	CS(=O)(=O)Nc1ccc(C(=O)NCCSc2ccc(Cl)cc2)cc1	12%	-7	-5%	-16%	-8%
30	COc1ccc(-c2nnc(NC(=O)c3ccc(S(=O)(=O)N4COCC4(C)C)cc3)o2)cc1	?	-4	-5%	-19%	-5%
31	CCCC(CCC)C(=O)Nc1ccc2c(c1)N(C(=O)CN1CCN(C)CC1)c1ccccc1CC2	115%[activator]	-2	-3%	-7%	-5%
32	COc1cc(C(=O)COC(=O)c2ccncc2)cc(OC)c1OC	2%	-7	.	-3%	-6%
33	CCCCOc1ccc(-c2nnc(-c3ccncc3)o2)cc1	26%	-8	-2%	-5%	-9%
34	CCc1nnc(NS(=O)(=O)c2ccc(NC(=S)NC(=O)c3ccc(F)cc3)cc2)s1	4%	-7	-9%	-5%	-17%
35	CCc1ccc(OCC(=O)O/N=C(\N)Cc2ccc([N+](=O)[O-])cc2)cc1	-8%	4	-8%	-21%	4%
36	CC(=O)c1cc(C#N)c(SCC(=O)O)nc1C	-7%	-4	-6%	-8%	5%
37	CCN(Cc1ccccc1)C(=O)Cn1c(=O)n(Cc2ccccc2)c(=O)c2c1c1cc(OC)ccc1n2C	7%	-3	-1%	-15%	-2%

entry	Pol beta inh	APE1 inh	Apoferritin bind	Glioma ERSR ind
29	0%	-14%	-5%	0%
30	18%	-1%	-21%	-3%
31	5%	5%	-10%	-6%
32	.	3%	.	-3%
33	-29%	4%	-8%	-9%
34	7%	-2%	-5%	-1%
35	2%	-2%	-2%	-1%
36	2%	-3%	-15%	-3%
37	32%	.	11%	-3%

(next part)
entry	Compound	POLI inh	LDHA block	BLM helicase inh	POLH inh	POLK inh
41	S=C(NCc1ccccc1)NCc1ccc(CNC(=S)NCc2ccccc2)cc1	10%	-3	-7%	-12%	-11%
42	Cc1nn(C(=O)c2cccs2)c(C)c1CN1C(=O)c2ccccc2C1=O	-11%	-9	0%	-14%	-2%
43	O=C(NC1CCCCC1)C(=S)NC1CCCCC1	.	.	0%	.	.
44	COc1ccc(OC)c(NC(=O)c2oc3c(c2C)C(O)CC(C)(C)C3)c1 (stereo not given)	-8%	0	-3%	-26%	2%
45	CCCC(=O)Nc1cc(Cl)ccc1C	-9%	-2	-1%	-4%	-9%
46	Cc1cccc(C(=O)NCc2nnc(SCC(=O)Nc3nnc(C)s3)n2C)c1	15%	-6	-4%	-7%	1%

entry	Pol beta inh	APE1 inh	Apoferritin bind	Glioma ERSR ind
41	?	-5%	-14%	-4%
42	8%	1%	-4%	-3%
43	2%	-4%	-5%	.
44	-1%	21%	?	-1%
45	56%[activator]	0%	?	-1%
46	39%	-5%	1%	-3%
